Screening results (PubChem)
Rab7 wt modul – modulators of GTP binding to Rab7, primary screen, biochemical, wildtype, multiplex bead flow cytometry | Rab7 GTPase wild type (dog), Bodipy-FL-GTP binding | GST-Rab7 beads, fluorescent GTP binding; actives lie on both sides; untreated = 100%, excess cold GTP = 0% | GTP binding activity (percent of control), % at 10 µM | actives 0.055% (n = 190,000);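 active = fluorescent GTP binding to Rab7 beads changed by at least 20 points from the 100% baseline, either direction, mostly lower; inconclusive = compound itself probably fluorescent, or too few beads counted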;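 also: median green fluorescence of bound Bodipy-FL-GTP per Rab7 bead population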
Rab2 wt GTP – modulators of GTP binding to Rab2A wildtype, primary screen, biochemical, dog, bead-based flow cytometry, multiplex; GTP binding activity, % at 10 µM; GST-Rab2 wt beads, Bodipy-GTP binding; actives 0.19% (n = 190,000); Ras-related protein Rab-2A (Canis lupus familiaris), P61105;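 active = GTP binding activity at least 20 points away from 100%, either lowered or raised; inconclusive = signal likely due to the compound's own green fluorescence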;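 also: 0% = beads with excess unlabeled GTP and 100% = no-compound control corrected for plate trend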
Bcl-W Bim block – inhibitors of Bim binding to Bcl-W, primary screen, biochemical, multiplexed, bead-based flow cytometry; actives 0.02% (n = 190,000); Bim peptide-Bcl-W binding; inhibition, % at 10 µM; Bcl-2-like protein 2 (Homo sapiens), Q92843;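 also: 0% = bound tracer without compound and 100% = peptide blocker; higher means less fluorescent Bim peptide bound to Bcl-W beads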
Target sequence (Q92843 whole entry, looked up): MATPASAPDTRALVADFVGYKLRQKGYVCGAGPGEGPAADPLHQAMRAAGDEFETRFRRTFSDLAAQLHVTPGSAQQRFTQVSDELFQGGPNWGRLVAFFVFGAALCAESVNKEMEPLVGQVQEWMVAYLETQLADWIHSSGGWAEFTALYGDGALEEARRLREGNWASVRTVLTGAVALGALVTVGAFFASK
HRas wt GTP bind – modulators of GTP binding to HRas wildtype, primary screen, biochemical, bead-based flow cytometry, multiplex. GTPase HRas (Homo sapiens), P01112. GST-Ras wt beads, Bodipy-FL-GTP binding; actives lie on both sides. GTP binding activity, % at 10 µM. actives 0.14% (n = 190,000);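 active = GTP binding activity at least 20% away from the 100% baseline, either lowered as inhibitor or raised as activator; inconclusive = flagged as likely green fluorescent, judged across all proteins in the well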;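 also: 0% = unlabeled GTP competition control and 100% = no-compound control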
Target sequence (P01112 whole entry, looked up): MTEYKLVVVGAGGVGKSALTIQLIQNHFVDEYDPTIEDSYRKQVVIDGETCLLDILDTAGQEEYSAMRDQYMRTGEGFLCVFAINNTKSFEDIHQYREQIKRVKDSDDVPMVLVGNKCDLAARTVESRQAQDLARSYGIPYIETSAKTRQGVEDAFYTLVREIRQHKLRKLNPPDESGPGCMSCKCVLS
Cdc42 wt – modulators of GTP binding to wildtype Cdc42, primary screen, biochemical, multiplex bead flow cytometry, Bodipy-GTP. Cell division control protein 42 homolog (Homo sapiens), P60953. GST-Cdc42 beads; actives lie on both sides. percent activity (GTP binding), % at 10 µM. actives 0.2% (n = 190,000). AID 761, 2007;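 active = percent activity GTP binding at least 20 points away from the 100% baseline, either down as inhibitor or up as activator; inconclusive = compound flagged as likely green fluorescent from well-wide comparison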;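 also: median bead fluorescence of bound Bodipy-FL-GTP at 100 nM; 0% = excess unlabeled GTP control and 100% = no compound control; below 100% means less GTP binding so inhibitor and above means activator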
Target sequence (P60953 whole entry, looked up): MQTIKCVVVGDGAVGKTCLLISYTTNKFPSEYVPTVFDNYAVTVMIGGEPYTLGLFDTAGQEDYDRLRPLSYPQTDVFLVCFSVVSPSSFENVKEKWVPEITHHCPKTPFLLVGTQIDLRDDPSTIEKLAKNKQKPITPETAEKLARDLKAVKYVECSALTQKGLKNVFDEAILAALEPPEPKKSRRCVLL
Bim-Bfl-1 – inhibitors of Bim binding to Bfl-1, primary screen, biochemical, multiplexed, bead-based flow cytometry. inhibition, % at 10 µM. actives 0.12% (n = 190,000). Bcl-2-related protein A1 (Homo sapiens), Q16548. Bim-Bfl-1 binding inhibition. AID 1008, 2008;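 also: 0% = wells without compound plus tracer and 100% = blocker peptide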
Bcl-2 Bim block – inhibitors of Bim-Bcl-2 binding, primary screen, biochemical, multiplexed, human Bcl-2 family | Apoptosis regulator Bcl-2 (Homo sapiens), P10415 | Bead-based flow cytometry, Bim peptide-Bcl-2 binding | actives 0.06% (n = 190,000) | inhibition, % at 10 µM | AID 950, 2007; in the data active = inhibition above about 40%; inconclusive = no clear call, values can overlap the other calls;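 also: 0% = no compound wells with probe peptide and 100% = reference peptide inhibitor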
Rac1 wt modul – wildtype Rac1 GTP binding modulators, primary screen, biochemical, GST-Rac1 beads, flow cytometry, multiplex | fluorescent GTP binding; actives lie on both sides; 0 = cold GTP competed, 100 = untreated | GTP binding activity (% of control), % at 10 µM | Ras-related C3 botulinum toxin substrate 1 (Homo sapiens), P63000 | actives 0.27% (n = 190,000) | AID 757, 2007;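 active = GTP binding activity at least 20 points away from the 100% control level, either lower or higher; inconclusive = compound flagged as likely green fluorescent, judged across all proteins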
Bim-Bcl-B – inhibitors of Bim-Bcl-B binding, primary screen, biochemical, multiplexed, human Bcl-2 family; Bcl-2-like protein 10 (Homo sapiens), Q9HD36; bead-based flow cytometry, Bim peptide-Bcl-B binding; inhibition, % at 10 µM; actives 0.073% (n = 190,000);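 also: 0% = tracer peptide without compound and 100% = reference inhibitor peptide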
Target sequence (Q9HD36 whole entry, looked up): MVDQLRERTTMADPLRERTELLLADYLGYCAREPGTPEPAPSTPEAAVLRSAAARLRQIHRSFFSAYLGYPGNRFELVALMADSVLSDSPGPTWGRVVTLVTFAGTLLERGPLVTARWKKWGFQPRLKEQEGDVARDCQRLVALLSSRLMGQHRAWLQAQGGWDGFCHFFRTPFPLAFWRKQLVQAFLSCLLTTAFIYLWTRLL
Rac1 act GTP bind – GTP binding modulators of activated mutant Rac1, primary screen, biochemical, bead-based flow cytometry, multiplex, fluorescent GTP | percent activity (GTP binding), % at 10 µM | Ras-related C3 botulinum toxin substrate 1 (Homo sapiens), P63000 | GST-Rac1 activated beads; actives lie on both sides; 100% means binding = to untreated wells | actives 0.11% (n = 190,000) | AID 764, 2007;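 active = GTP binding at least 20 percentage points away from the 100% baseline, in either direction, so actives lie on both sides; inconclusive = Compound likely fluorescent itself, or too few beads counted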
Bim-Bcl-XL – inhibitors of Bim-Bcl-XL binding, primary screen, biochemical, multiplexed, bead flow cytometry, human Bcl-XL | Bim peptide-Bcl-XL binding, fluorescence | actives 0.04% (n = 190,000) | inhibition, % at 10 µM
Target sequence (Q07817 whole entry, looked up): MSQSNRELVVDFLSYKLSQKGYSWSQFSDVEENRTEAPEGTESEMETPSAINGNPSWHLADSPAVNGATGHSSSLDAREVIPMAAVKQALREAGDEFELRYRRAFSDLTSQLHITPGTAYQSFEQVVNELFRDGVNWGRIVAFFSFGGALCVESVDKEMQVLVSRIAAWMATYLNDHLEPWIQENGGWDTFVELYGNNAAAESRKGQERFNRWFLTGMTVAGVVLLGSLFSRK
Active calls of the source: *; ? = inconclusive. Rule as the data show it, unless noted: active = inhibition above about 40%. Compounds as they come, and some 0.62% of all compounds hit somewhere here.

The line under a structure holds: Bim-Bcl-B	Bcl-W Bim block	Rac1 act GTP bind	Bim-Bfl-1	Rac1 wt modul	Cdc42 wt	Bcl-2 Bim block	HRas wt GTP bind	Bim-Bcl-XL	Rab7 wt modul	Rab2 wt GTP
> CCOC(=O)N1CCC(=C(C#N)C(=O)Nc2cc(OC)ccc2OC)CC1
  0	0	95	-1	98	102	0	102	1	102	101
> CCC(=O)c1cc2c(cc1NC(=O)c1ccccc1)OCCO2
  -2	-1	95	0	96	95	0	97	-1	95	96
> COc1ccc(-n2c(C)cc(C(=O)CN3CCCCC3)c2C)cc1
  0	-3	99	-5	103	99	-1	100	-1	100	100
> Cc1ccc2nc(NC(=O)COC(=O)c3ccco3)sc2c1
  -7	-2	98	0	100	101	-2	98	-1	99	98
> CN1CCN(S(=O)(=O)c2cnccc2N2CCN(c3cccc(Cl)c3)CC2)CC1
  -7	-4	98	-1	104	101	-5	100	-9	105	100
> COc1ccc(/C=C/C(=O)NCCn2c(C)cc3ccccc32)cc1OC
  -5	-5	100	0	107	102	0	101	-4	100	100
> Cc1cc(/C=N/NC(N)=O)c(C)n1C1CCCCC1
  3	4	95	16	98	98	3	100	-1	108	99
> CC(C)(CO)NC(=O)CC1C(=O)NCCN1Cc1ccc(-c2ccccc2)cc1 (stereo not given)
  -3	-2	95	-8	98	92	-9	94	-7	94	96
> C=CCOC(=O)C1CC=CCC1C(=O)Oc1ccc(F)cc1F (stereo not given)
  0	-2	99	-5	99	103	-3	101	-1	95	99
> CC1(NC(=O)COc2ccccc2-c2ccccc2)CCS(=O)(=O)C1 (stereo not given)
  0	2	98	0	102	102	1	100	-3	101	102
> CC1CN(C(=O)c2cnn3c(C(F)F)cc(-c4ccccc4)nc23)CC(C)O1 (stereo not given)
  -6	-3	101	-1	104	104	-5	100	-3	99	101
> CCN(CC)C(=O)COc1ccc(C=O)cc1OC
  -4	-3	101	-3	104	100	-4	101	-7	103	101
> CC(C)CNc1nc(N)c([N+](=O)[O-])c(NCC2CCCO2)n1 (stereo not given)
  -3	-2	100	-1	105	101	1	100	-7	99	99
> O=C(Nc1ccc2c(c1)nc1n2CCOC1)C1CCCCC1
  1	-2	99	2	100	100	5	102	-3	98	103
> CCOc1ccc(N(CC(=O)NC2CCCC2)C(=O)CCCC(=O)Nc2ccccn2)cc1
  0	-2	97	2	99	96	0	97	-1	96	97
> CC(C)(C)NC(=O)C1Cc2ccccc2CN1S(=O)(=O)c1ccc(F)cc1 (stereo not given)
  -4	-2	95	-3	102	98	-2	101	-5	106	100
> CCN(CC)S(=O)(=O)c1ccc(NC(=O)c2ccccn2)cc1
  -3	-4	99	-13	104	99	-7	98	-6	97	98
> COc1ccccc1NC(=S)N1CCc2cc(OC)c(OC)cc2C1
  -8	-6	101	-8	101	100	-7	102	-6	104	101
> Cc1ccc(C(CCN)c2ccco2)cc1 (stereo not given)
  -8	-4	89	-17	88	93	-8	92	0	90	88
> Cc1nccc2[nH]c(=O)c(C(=O)NCCCN(C)C3CCCCC3)cc12
  -5	-3	98	-6	106	103	-4	103	-4	98	102
> CCS(=O)(=O)N1CCC(C(=O)N2CCN(c3ccccc3)CC2)CC1
  -4	1	100	-9	105	103	-6	102	-6	104	102
> CC(C)CCn1c(SCC#N)nc2c(sc3ccccc32)c1=O
  -10	-3	100	-6	107	107	-7	101	-4	102	99
> CCn1c(SCC(=O)c2ccc(O)c(O)c2)nnc1-c1ccccc1OC
  -4	6	101	-10	110	107	-4	103	-2	102	103
> COc1cccc2cc(C(=O)c3ccccc3)oc12
  0	1	96	-6	106	98	-1	101	-3	94	101
> Cc1ccc(N(CC(=O)NC(C)(C)C)C(=O)CS(=O)CC(=O)Nc2ccc3c(c2)OCO3)cc1 (stereo not given)
  0	-3	91	3	94	90	-3	95	-2	99	97
> Cc1ccc(S(=O)(=O)Nc2c(C)n(C)n(-c3ccccc3)c2=O)cc1C(=O)OC(C)C(=O)N(C)c1ccccc1 (stereo not given)
  -1	1	96	2	98	96	1	95	-1	99	98
> Cc1ccsc1/C=N/n1cnc2sc(C)c(C)c2c1=O
  -7	-1	94	-9	97	97	-9	96	-2	93	93
> Cc1cnc(C(=O)OCC(=O)NCCCc2ccccc2)cn1
  1	3	93	0	95	95	3	95	2	99	96
> O=C(Nc1nccs1)C1CCCN1S(=O)(=O)c1ccc(Cl)cc1 (stereo not given)
  -10	-4	100	-11	105	104	-13	106	-6	105	104
> CC(C)CCN1CCN(Cc2nc(-c3ccccc3)cs2)CC1CCO (stereo not given)
  -2	-3	95	-6	98	96	-5	98	-4	101	97
> O=c1c2cccnc2n(-c2ccccc2)n1Cc1c(Cl)cccc1Cl
  -6	-3	92	-4	95	91	-2	94	-6	94	93
> CCOC(=O)c1c(C)[nH]c(-c2csc(N)n2)c1C
  -9	-1	96	3	98	98	-5	100	0	105	100
> COc1cccc(/C=C/C(=O)OCC(=O)Nc2ccc(Cl)cn2)c1
  3	1	87	-1	89	88	0	88	-3	85	88
> O=c1c2ccccc2nc2n1CC/C2=C\c1ccccc1[N+](=O)[O-]
  2	0	95	-1	96	95	-3	97	-1	98	99
> O=C(Nc1ccc(Cl)cc1)Nc1nnc(CSCc2ccccc2Cl)s1
  -7	-9	99	-6	106	104	-2	100	-8	102	99
> Cc1ccc(Sc2cnc(N)nc2C)cc1
  0	0	94	-2	98	94	-4	95	1	102	95
> COc1cc(C(=O)NC2CCN(Cc3nnnn3Cc3ccc(F)cc3)CC2)cc(OC)c1OC
  -3	0	100	-3	108	104	-3	95	0	94	104
> O=C(CSc1ccccn1)Nc1ccc(NC(=O)CSc2ccccn2)cc1
  -5	-1	98	-4	98	95	0	98	0	102	98
> Nc1nc2c(nc(SCc3ccccc3Br)n2C2OC(CO)C(O)C2O)c(=O)[nH]1 (stereo not given)
  -1	-1	94	-6	99	92	-1	95	-4	102	95
> COC(=O)C(NNc1ccccc1)(NC(=O)c1cccc(F)c1)C(F)(F)F (stereo not given)
  3	-1	98	0	95	99	-3	97	0	101	97
> CCCCn1c(=O)c(-[n+]2ccccc2)c([O-])c2ccccc21
  -1	-2	105	1	116	111	-1	106	-2	100	101
> C=CCNC(=S)/N=c1/scc(C)n1C
  -14	-3	99	-1	107	102	0	99	-8	96	95
> CCOC(=O)C1C(=O)C=C(c2ccc(NS(C)(=O)=O)cc2)CC1c1ccco1 (stereo not given)
  0	0	93	-5	99	99	5	97	-2	97	99
> O=C(O)c1ccc(N/N=C/c2ccc(-c3ccccc3)cc2)cc1
  -6	4	94	-2	98	97	0	97	3	105	95
> O=C(O)C(Cc1c[nH]c2ccccc12)NS(=O)(=O)c1cccc2nsnc12 (stereo not given)
  -4	-4	98	0	103	102	-1	102	-5	100	102
> C=CCNC(=O)/C(C#N)=C/c1c(C)nn(-c2ccc(Cl)cc2)c1Cl
  -9	-6	99	-12	107	100	-9	98	-11	102	98
> O=C(O)C(Cc1c[nH]c2ccccc12)NS(=O)(=O)c1ccc2ccccc2c1 (stereo not given)
  -4	-2	?	0	?	?	0	?	-2	?	?
> CCn1cc(/C=N\NC(=O)c2ccc3c(c2)c(C)c(C)n3Cc2ccccc2)c(C)n1
  -5	-2	98	-3	101	101	-1	99	0	96	100
> O=C(Nc1cccc2nsnc12)c1cccnc1
  -3	-2	100	-2	103	100	-3	99	-3	95	99
> O=C1Nc2ccccc2N(O)N1c1cc(-c2ccccc2Cl)no1
  -9	0	100	-19	103	105	-11	101	-6	100	100

Going on with the list.
The line under a structure holds: Bim-Bcl-B	Bcl-W Bim block	Rac1 act GTP bind	Bim-Bfl-1	Rac1 wt modul	Cdc42 wt	Bcl-2 Bim block	HRas wt GTP bind	Bim-Bcl-XL	Rab7 wt modul	Rab2 wt GTP
> CC(C)c1ccc(NC(=S)NCCc2c[nH]c3ccccc23)cc1
  11	3	97	8	101	97	5	96	0	95	98
> CC(=O)N(C)C1=C(O)c2ccccc2C(=O)C1=O
  -1	3	101	0	105	107	2	107	1	105	106
> CCCNC(=S)Nc1ccc(S(N)(=O)=O)cc1
  -2	-3	97	-4	102	100	-3	102	-2	108	102
> O=C(NC1CCCCC1)C1CCN(S(=O)(=O)c2cccc3cccnc23)CC1
  -7	0	98	-7	106	98	-6	100	-6	100	99
> Cc1ccc2nc(NC(=O)c3ccccn3)sc2c1
  -4	0	98	-5	100	100	-2	100	-3	99	98
> CN(CC(=O)Nn1cnnc1)S(=O)(=O)c1cc(Cl)ccc1Cl
  0	3	99	-8	102	104	-2	103	0	100	102
> O=c1[nH]c(=O)n([C@H]2C[C@H](O)[C@@H](CO)O2)cc1C(F)(F)F
  -3	0	99	2	99	104	1	99	0	98	104
> NC(=S)NNC(=O)c1cccc(Br)c1
  -9	1	95	-1	95	97	0	96	-2	94	96
> CCCC(NC(=O)c1ccccc1)c1nc2ccccc2n1Cc1ccc(C(=O)OC)o1 (stereo not given)
  -12	-3	99	-21	108	101	-10	100	-14	95	97
> Cc1cccc(OCc2n[nH]c(=S)n2C2CCCCC2)c1
  -23	-1	94	5	98	98	-15	96	0	97	94
> CCOC(=O)C1(CCc2ccccc2)CCN(C(=O)Cc2nonc2C)CC1
  0	1	99	0	102	101	-2	99	0	103	100
> Cc1ccc(NC2c3ncccc3C(=O)N2Cc2ccc(F)cc2)cc1 (stereo not given)
  -7	-1	101	-13	102	97	-9	102	11	101	101
> O=c1c2oc3ccccc3c2[nH]c(=S)n1-c1ccccc1
  -13	-14	100	3	103	99	0	98	-22	99	99
> Cc1cccc(N2CC(C(=O)Nc3nnc(SCC(=O)Nc4nccs4)s3)CC2=O)c1 (stereo not given)
  -7	-2	99	-17	104	102	-4	100	-3	100	99
> CCn1cc(/C=N/O)c(C)n1
  0	-3	99	4	103	100	6	100	1	101	101
> N#Cc1c(/N=C\c2ccc(O)c([N+](=O)[O-])c2)sc2c1CCCC2
  -1	0	92	-2	96	91	-2	92	-4	97	92
> CNc1nc(-c2ccccc2)[n+](-c2ccc(C)cc2)s1
  -14	-3	97	0	99	99	-4	97	-6	98	99
